Bioassay records: PubChem, The Scripps Research Institute Molecular Screening Center
KLK7 zymogen act – proKLK7 (human) activation, primary screen. P49862. purified proKLK7, EDANS-DABCYL substrate fluorescence; 100% is mature enzyme control, 0% vehicle. activation, % at 7 µM. actives 0.9% (n = 370,000). AID 652039;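 active = activation above the mean of all tested compounds plus 3 SD, computed per campaign excluding outliers beyond control limits, cut at about 13% in these data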
LEDGF integ inh – blocks HIV-1 LEDGF/p75-dependent DNA integration | TR-FRET IN-LEDGF/p75 DNA integration, Eu/Cy5 | inhibition, % at 3.7 µM | actives 0.64% (n = 370,000) | AID 743269;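 active = inhibition above the screen-wide mean plus 3 SD, cut at about 13% in these data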;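 note: signal is the Cy5 over europium emission ratio at 671 and 618 nm; 0% = plate median of compound wells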
ADAM17 inh – inhibitors of human ADAM17; P78536; recombinant ADAM17, EDANS/DABCYL FRET peptide cleavage; inhibition, % at 6.95 µM; actives 0.83% (n = 370,000); AID 720648;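 active = inhibition above the mean of compounds lying between control limits plus 3 SD, set per campaign, cut at about 8.5% in these data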;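 note: 0% = DMSO-only wells as the low control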
Tn7 DDE FP – inhibitors of Tn7 peptide binding to human fibrin DD(E) | AID 720508 | FP displacement of FITC-Tn7 peptide from fibrin DD(E); 0% = median of compound wells per plate | P02675 | actives 0.13% (n = 370,000) | inhibition, % at 8.3 µM;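 active = inhibition above the mean of compounds falling within the control limits plus 3 SD of them, cut at about 14% in these data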;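 note: 0% = plate median of compound wells and 100% = 10 µM Aha-Tn7 peptide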
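Assay system: Fibrin-DD(E) protein isolated from polymerized human fibrin clots; read-out basis: percent inhibition; medium: Tris/NaCl/CaCl2 buffer, pH 7.8; signal: FP measurement; incubation: 10 min plus 3 h, room temperature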
ARFGAP1 inh – rat ARFGAP1 inhibition; Q62848; Arfgap1-stimulated ARF1 GTP hydrolysis, GDP FP detection; inhibition, % at 16.5 µM; actives 0.26% (n = 360,000); AID 651572;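 active = inhibition above a per-plate limit, mean inhibition of low control wells plus 3 SD, cut at about 25% in these data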;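 note: 0% = DMSO wells with enzyme and 100% = wells lacking Arfgap1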
Target sequence (Q62848 1-136 limits assumed): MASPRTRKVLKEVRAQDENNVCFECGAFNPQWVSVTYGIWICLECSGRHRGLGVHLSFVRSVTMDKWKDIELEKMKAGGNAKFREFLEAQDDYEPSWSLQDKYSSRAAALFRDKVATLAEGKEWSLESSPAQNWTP
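Assay system: purified rat His6-Arfgap1 residues 1-136 (GAP domain); Reagent: human Δ17 ARF1 bound to GTP; Dosing: 16.5 µM single point, 1.26% DMSO; Times: GTP hydrolysis reaction 2 h at 25 °C; Signal: FP, GDP Alexa 633 tracer displaced from anti-GDP antibody, 620/688 nm; Measure: % inhibition from polarization.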
PLCg1 inh – inhibitors of human phospholipase C gamma1. P19174. purified PLC-gamma1, fluorogenic substrate, fluorescence. inhibition, % at 12.2 µM. actives 0.84% (n = 370,000); in the data active = inhibition above about 9.5%
ADAM10 inh – inhibitors of human ADAM10; inhibition, % at 7 µM; recombinant ADAM10, EDANS/DABCYL FRET peptide cleavage, 3 h; AID 720582; actives 0.62% (n = 370,000); O14672;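 active = inhibition above a per-campaign cutoff equal to the mean of compounds falling between control-based bounds plus 3 SD, cut at about 20% in these data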;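 note: 0% = DMSO wells while the 100% control is not disclosed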
Target sequence (O14672 214-748 limits assumed): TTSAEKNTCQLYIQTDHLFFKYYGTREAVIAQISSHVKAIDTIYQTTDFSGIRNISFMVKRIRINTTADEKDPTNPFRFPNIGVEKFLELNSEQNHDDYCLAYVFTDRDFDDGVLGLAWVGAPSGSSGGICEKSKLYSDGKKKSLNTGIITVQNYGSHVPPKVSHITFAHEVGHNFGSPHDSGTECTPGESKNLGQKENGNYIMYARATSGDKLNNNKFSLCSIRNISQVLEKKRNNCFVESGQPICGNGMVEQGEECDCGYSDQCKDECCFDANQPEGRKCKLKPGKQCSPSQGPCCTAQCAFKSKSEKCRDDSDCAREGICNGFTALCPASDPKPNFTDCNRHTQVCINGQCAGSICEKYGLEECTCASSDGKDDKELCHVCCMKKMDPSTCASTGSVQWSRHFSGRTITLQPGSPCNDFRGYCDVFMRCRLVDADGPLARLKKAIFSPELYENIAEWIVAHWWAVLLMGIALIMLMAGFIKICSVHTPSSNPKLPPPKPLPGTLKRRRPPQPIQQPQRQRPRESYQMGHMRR
ASAP1 GAP inh – ASAP1 ArfGAP inhibition; Q9ULH1; ASAP1-stimulated ARF1 GTP hydrolysis, GDP FP detection; inhibition, % at 16.5 µM; actives 0.19% (n = 360,000); in the data active = inhibition above about 25%;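 note: 0% = vehicle with enzyme and substrate and 100% = no enzyme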
Target sequence (Q9ULH1 325-724 limits assumed): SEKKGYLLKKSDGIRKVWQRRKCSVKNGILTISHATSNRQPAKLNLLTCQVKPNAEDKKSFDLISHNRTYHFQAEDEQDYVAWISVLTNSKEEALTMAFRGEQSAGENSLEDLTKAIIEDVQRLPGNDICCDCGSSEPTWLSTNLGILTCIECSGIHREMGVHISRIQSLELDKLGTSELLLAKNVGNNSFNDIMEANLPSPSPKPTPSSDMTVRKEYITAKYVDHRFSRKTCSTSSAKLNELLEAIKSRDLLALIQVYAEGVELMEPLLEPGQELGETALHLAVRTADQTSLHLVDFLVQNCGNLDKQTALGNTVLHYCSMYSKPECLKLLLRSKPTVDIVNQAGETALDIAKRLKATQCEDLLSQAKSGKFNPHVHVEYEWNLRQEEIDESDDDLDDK
DDE Tn6 FP inh – inhibitors of Tn6 peptide binding to human fibrin DD(E); P02675; Fibrin DD(E) TRITC-Tn6 fluorescence polarization displacement; inhibition, % at 8.3 µM; actives 0.21% (n = 370,000); AID 720509;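 active = inhibition above a per-campaign cutoff: mean of compounds within control limits plus 3 SD, cut at about 15% in these data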;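 note: 0% = median of all compound wells on the plate and 100% = blocking peptide control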
TDP2 absorb – TDP2 (human) inhibition, absorbance primary screen. recombinant TDP2, T5PNP hydrolysis, p-nitrophenol absorbance 415 nm. O95551. inhibition, % at 12.8 µM. actives 0.34% (n = 370,000);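 active = inhibition above the mean of all tested compounds plus 3 SD, set per campaign, cut at about 25% in these data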;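 note: 0% = DMSO with enzyme and 100% = buffer with substrate but no TDP2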
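System – recombinant human TDP2 · Quantity – TDP2 enzyme at 120 nM final · Doses – single concentration, 12.8 µM nominal, with 1% DMSO · Incubation – 2 h at 37 °C · Measured by – epi absorbance of p-nitrophenol freed from T5PNP by hydrolysis · Read-out – % inhibition relative to enzyme-containing and enzyme-free wells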
The depositor's hits bear a star; i = inactive; x = no result given. No enrichment for hits; overall some 4.2% were active at least once.

PLCg1 inh	Tn7 DDE FP	ADAM10 inh	ARFGAP1 inh	ASAP1 GAP inh	TDP2 absorb	KLK7 zymogen act	LEDGF integ inh	ADAM17 inh	DDE Tn6 FP inh	mol
i	-9	i	2	-1	-16	49*	4	i	-10	CN1CCC[C@H]1CCNc1ccc2c(=O)c3ccccc3n(C)c2c1
0	1	-3	6	4	14	0.2	-5	-4	-4	CCn1c(SC(C)C(=O)O)nnc1-c1cccnc1 (stereo not drawn)
-26	-1	-308	-3	9	-7	-18	2	-48	1	Cc1cccc(C)c1NC(=O)C(c1ccc(C#N)cc1)n1c(=O)c(-c2ccccc2)nc2ccccc21 (stereo not drawn)
-1	4	-6	-6	7	-2	0.3	-3	0	-2	COc1ccc(C)cc1S(=O)(=O)Nc1cccc(C)c1
-1	-4	1	5	5	-10	-0.2	5	4	0	COc1cc(Cl)ccc1OCc1cc(C(=O)N2C[C@]3(C)C[C@H]2CC(C)(C)C3)no1
5	2	-7	7	-5	-7	1.8	-4	-6	-6	COc1ccc(C=CC(=O)c2c(OC)cc(OC)c(OC)c2O)cc1
7	3	-5	-1	-7	-6	-0.1	-7	-6	0	CCN(CC)c1ccc(C(=O)NNC(=O)CNC(=O)c2ccco2)cc1
-3	-5	1	2	-16	18	0.9	5	0	3	COc1ccc(S(=O)(=O)n2c([N+](=O)[O-])cnc2C)c(C)c1C
2	0	3	1	0	8	0.7	-1	1	6	CC(C)(C)C(=O)/C=C1\NC(=O)CS1
-62	-5	-66	2	3	11	0.5	2	-21	-3	COc1cc(OC)cc(N(C(=O)c2snc(C(N)=O)c2N)C(C(=O)NCC2CCCO2)c2ccc(C)o2)c1 (stereo not drawn)
-10	1	-27	-8	-11	5	0.1	0	-5	4	CCOc1ccc(/C=C(\C#N)C(=O)NCC2CCCO2)cc1OCC (stereo not drawn)
2	-1	2	0	-2	-14	0.6	2	2	1	C/C(=N\N(C)C)c1ccc(OCCOc2ccc([N+](=O)[O-])cc2)cc1
1	6	9	3	-12	-16	-0.6	-1	4	6	COc1ccc(N(C)S(=O)(=O)c2cccc(C(=O)N3CCN(S(=O)(=O)c4ccc(C)cc4)CC3)c2)cc1
-3	-3	3	-2	10	1	0.1	3	1	-10	COC(=O)c1ccc(-n2cc(-c3ccc(OC)cc3)[nH]c2=S)cc1
0	-2	1	-3	9	3	-1.0	-1	0	6	Cc1ccccc1CNC(=O)c1ccccc1C
-2	-3	-2	-17	-2	6	-0.1	2	0	2	COc1cccc(CNC(=O)CCC2CCCN(Cc3ccc(OC(F)F)cc3)C2)c1 (stereo not drawn)
-130	-5	-304	-4	4	3	1.3	-3	-104	2	Cc1cccc(N2CCN(C(=S)Nc3ccc4nc(N5CCN(C)CC5)cc(C)c4c3)CC2C)c1 (stereo not drawn)
-3	8	-2	0	-8	5	1.2	-1	0	4	COc1ccc(S(=O)(=O)N2CCN(C(=S)Nc3ccc(S(N)(=O)=O)cc3)CC2)cc1
2	-7	0	x	x	3	-0.7	-2	-2	2	Cn1cccc1C(=O)N1CCN(S(=O)(=O)c2ccc(F)cc2)CC1
-21	1	6	-7	-16	1	0.3	2	-1	2	ONC=Nc1cccc2nonc12
0	-6	-1	-2	-8	-1	-0.2	0	-1	0	CN1CCc2c(sc3c2c(=O)n(-c2ccccc2)c2n[nH]c(=S)n32)C1
-1	2	-4	-7	-7	-3	0.0	2	-5	0	COc1ccccc1CNc1ncnc2sccc12
-1	-1	-4	18	9	8	0.4	-1	1	5	NC(=O)CSc1nnc(COc2cccc3ccccc23)o1
1	1	3	-2	-4	4	-0.3	4	1	7	Cc1cccc(N(CC(=O)NCc2ccco2)C(=O)CCC(=O)Nc2nccs2)c1
3	-4	-1	7	1	4	-0.6	1	-1	-11	CC1CCN(S(=O)(=O)N2CCC(C(=O)N3CCC(N(C)CC4CCCO4)CC3)CC2)CC1 (stereo not drawn)
5	2	-1	-11	2	1	-0.1	2	-2	0	O=c1[nH]c(=O)n(Cc2ccco2)c2c1C(C(F)(F)F)(C(F)(F)F)N=C(C1CCCCC1)N2
3	2	3	9	4	-18	0.5	4	8	6	COc1ccc(OC(=O)c2ccc(OC)c(S(=O)(=O)N3CCOCC3)c2)cc1
-9	1	4	3	-6	7	0.1	0	-2	-13	CCOC(=O)Cc1csc(N/C(=N/S(=O)(=O)c2cc(Br)ccc2OCC)c2ccccc2)n1
-6	0	10	2	9	2	-0.1	7	-5	-9	Cc1ccc(CN(C(=O)Cc2cccs2)C(C(=O)NC2CCCC2)c2ccncc2)cc1 (stereo not drawn)
-1	3	-16	8	-9	-1	0.4	-2	-3	1	COc1ccc(C(=O)CSc2nnc(CNC(=O)c3ccc(S(=O)(=O)N(C)C)cc3)o2)cc1

A draw from above in order of SMILES length, largest number first.
PLCg1 inh	Tn7 DDE FP	ADAM10 inh	ARFGAP1 inh	ASAP1 GAP inh	TDP2 absorb	KLK7 zymogen act	LEDGF integ inh	ADAM17 inh	DDE Tn6 FP inh	mol
3	-4	-1	7	1	4	-0.6	1	-1	-11	CC1CCN(S(=O)(=O)N2CCC(C(=O)N3CCC(N(C)CC4CCCO4)CC3)CC2)CC1 (stereo not drawn)
1	1	3	-2	-4	4	-0.3	4	1	7	Cc1cccc(N(CC(=O)NCc2ccco2)C(=O)CCC(=O)Nc2nccs2)c1
-2	-3	-2	-17	-2	6	-0.1	2	0	2	COc1cccc(CNC(=O)CCC2CCCN(Cc3ccc(OC(F)F)cc3)C2)c1 (stereo not drawn)
-1	-1	-4	18	9	8	0.4	-1	1	5	NC(=O)CSc1nnc(COc2cccc3ccccc23)o1
-1	2	-4	-7	-7	-3	0.0	2	-5	0	COc1ccccc1CNc1ncnc2sccc12

Additional compounds follow.
PLCg1 inh	Tn7 DDE FP	ADAM10 inh	ARFGAP1 inh	ASAP1 GAP inh	TDP2 absorb	KLK7 zymogen act	LEDGF integ inh	ADAM17 inh	DDE Tn6 FP inh	mol
4	9	10	7	7	-3	0.9	-5	3	8	O=C(c1ccc(Cl)c(Cl)c1)N1CCC(=O)N([C@H](COCc2cccc(C(F)(F)F)c2)Cc2ccccc2)CC1
1	0	-2	4	0	-8	-0.2	-2	2	1	c1ccc(-n2ncc(-c3nn[nH]n3)n2)cc1
3	0	2	1	14	-5	-0.5	-4	2	2	Cc1ccccc1NCc1ccccc1O
6	4	5	10	-14	-3	-0.4	2	0	-4	Cc1ccc(NC(=O)C2CC2c2ccccc2)cc1 (stereo not drawn)
-2	2	-5	-5	6	-1	0.3	-1	-5	-1	Cc1ccc(C(=O)OCC(=O)NC(=O)c2ccccc2)o1
-2	7	-11	-5	-12	-3	0.3	1	-4	6	CC1=NN(C(=O)c2ccc(Cn3cc([N+](=O)[O-])cn3)cc2)C(O)(C(F)(F)F)C1 (stereo not drawn)
2	-3	5	6	12	-11	0.3	-1	-2	0	CCOC(=O)c1c(C)[nH]c(C)c1C(=O)CSc1nc(N)cc(N)n1
6	4	8	4	5	-12	-0.2	-4	-5	-10	CN1C(=O)c2ccc(C(=O)NCc3ccccc3)cc2C1=O
3	-1	-10	1	-14	10	-1.2	-2	-2	-5	Cc1ccc(OCC(=O)Nc2ccc(C)c(F)c2)c([N+](=O)[O-])n1
-15	1	8	18	5	7	1.3	4	2	3	C/C(N)=C(/C#N)C(=O)CSc1nc(-c2ccccc2)c(-c2ccccc2)o1
-10	-5	-146	12	2	2	4.4	-1	-46	5	NS(=O)(=O)c1ccc(NC(=O)COC(=O)CCCN2C(=O)c3cccc4cccc(c34)C2=O)cc1
-2	4	-7	-7	9	-5	-0.2	1	-1	1	CN1CCN(C(=O)C23CCC(C)(C(=O)C2Br)C3(C)C)CC1 (stereo not drawn)
9	-2	-7	15	0	4	0.0	3	5	7	CCc1ccc(S(=O)(=O)c2ccc(-n3nc(C)cc3N)cc2)cc1
-1	1	0	14	-2	9	0.3	-5	-4	-1	Cc1cc(C)nc(SCc2cc(=O)c(OC(=O)c3ccc(S(=O)(=O)N(C)C)cc3)co2)n1
-3	-6	6	-1	3	0	0.4	2	-2	0	COc1ccc(OCC(=O)OCC(=O)NCC2CCCCC2)cc1
-1	2	0	0	10	0	0.3	3	-1	-7	O=C(C(=O)N1CCC(Cc2ccccc2)CC1)c1cccc(Br)c1
1	-3	7	x	x	-8	x	3	0	0	COc1ccc2cc(-c3cn(C(=O)N(c4ccccc4)c4ccccc4)nn3)ccc2c1
-1	11	4	-8	7	-7	-0.3	-4	-8	-2	O=C(CSC1=NS(=O)(=O)c2ccccc2N1)Nc1ccccc1F
-3	5	4	9	-5	0	0.6	-1	-3	-8	CCn1c(=O)cc(OCC(=O)NC2CC2)c2ccccc21
-4	5	-16	14	1	4	-0.3	1	-8	-1	CC1(C)Cc2c(sc3ncnc(N)c23)CO1
-34	3	-73	-6	5	-8	-1.3	-5	-20	-7	Cc1cc2nc(C(F)(F)F)cc(-c3cccs3)n2n1
1	-4	2	2	-1	5	0.1	-2	0	3	CC(=O)Nc1ccc(NC(=O)CSc2ncnc3sc(C)c(C)c23)cc1
-23	-12	-19	15	7	-7	9.5	4	-7	4	CC1=Nc2ccccc2/C1=C/c1nc(-c2ccc(C)s2)oc1O
1	-6	4	-1	6	-8	-0.1	-1	-2	7	CCOC(=O)C1C(=O)NC(c2ccccc2)=NC1c1ccc(OC)cc1 (stereo not drawn)
-2	2	-7	7	0	-3	-0.6	0	-2	0	CC1CCCCN1CCCNC(=O)C1CCCN(c2ncnc3c2nc2n3CCCCC2)C1 (stereo not drawn)
-1	-6	4	-9	-3	-7	0.5	-2	-1	-7	Cc1ccc(S(=O)(=O)Nc2ccc(NC(=O)CN3CCCCC3)cc2)cc1
-2	9	-6	12	8	8	-0.1	1	0	1	CC(C)c1nnc(NC(=O)c2ccc3ccccc3c2)s1
2	0	3	-5	-6	7	0.7	4	-3	11	CC(C)COc1ccc(/C(O)=C2/C(=O)C(=O)N(CCN(C)C)C2c2ccncc2)cc1 (stereo not drawn)
7	-2	9	2	-8	-10	0.0	8	9.7*	3	O=C(/C=C(/c1ccc(Cl)cc1)n1cncn1)c1ccccc1
-1	3	-3	-1	-20	10	0.4	-1	1	4	Cc1ccc2nc(Nc3ccccc3O)nc(-c3ccccc3)c2c1
1	5	-5	0	0	-9	0.0	-3	-3	-8	Fc1ccc(CSc2nnc(-c3ccccn3)o2)cc1
0	-3	4	8	-10	3	-0.9	1	1	-3	CCOC(=O)c1c(NC(=O)COc2cccc3c2CCN(C)C3=O)sc2c1CCC2
